V-ATPase pH: regulators of yeast V-ATPase proton pumping, primary screen, pHLuorin cytosolic pH fluorescence. response, % at 10 µM. 350,000 compounds, 0.37% hits. S. cerevisiae; in the data active means response mostly above about 7.3%, no sharp cut-off; inactive means mostly below about 5.4%; further: actives read high; inactives centre near 0; some compounds called inactive have numbers as strong as hits; reference of the scale not given here
Cardiac RTF inh: cardiac RTF calcium sensitivity inhibitors, primary screen, biochemical, IANBD-TnC fluorescence, EC70 calcium | Troponin I, cardiac muscle (Homo sapiens) + Troponin T, cardiac muscle (Homo sapiens) + … | IANBD-labeled cardiac RTF, Ca2+ fluorescence | inhibition, % at 7.15 µM | 340,000 compounds, 0.12% hits | AID 493244, 2011;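 active means inhibition above the mean inhibition of all tested compounds plus 3 SD, cut at about 17% in these data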;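 further: assay run at fixed EC70 calcium of 1.6 mM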
Arr AP2 block: inhibitors of beta-arrestin/AP2 binding, primary screen, biochemical, GPCR trafficking, flow cytometry. 340,000 compounds, 0.31% hits. inhibition, % at 10 µM. beta-arrestin 1 C-terminal peptide binding to AP2 beta2-adaptin appendage (human). AID 504490, 2011. FITC-arrestin peptide / GST-AP2 beads; AP2 beta2 appendage carries R879A mutation;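 active means inhibition above a set limit, near 3 SD of compounds lacking own fluorescence, cut at about 54% in these data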;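 further: plate controls were DMSO wells for no effect and 5 µM unlabelled arrestin peptide for full effect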
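test system = AP2 appendage R879A on GSH beads | buffer or medium = PBS plus Tween 20 (0.05%) and BSA (0.1%) | incubation = 12 min plus 1 h, RT | detection = bead flow cytometry, FITC channel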
Keap1 Nrf2 FP: Keap1-Nrf2 protein-protein interaction inhibitors, primary screen, biochemical, fluorescence polarization, single point. Kelch-like ECH-associated protein 1 (Homo sapiens), Q14145. Keap1 Kelch-Nrf2 peptide fluorescence polarization, 1536-well. inhibition, % at 9.4 µM. 340,000 compounds, 0.15% hits; in the data active means inhibition above about 12%;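 further: human Keap1 Kelch domain with fluorescein labeled Nrf2 9mer peptide probe; 0% = neutral control wells and 100% = peptide positive control; higher means more block of Keap1 binding to Nrf2 peptide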
cardiac RTF act: cardiac RTF calcium sensitivity activators, primary screen, biochemical, IANBD-TnC fluorescence, EC20 calcium; IANBD-labeled TnC RTF fluorescence at EC20 calcium; 0% EC20 calcium, 100% full calcium; 340,000 compounds, 0.24% hits; Troponin I, cardiac muscle (Homo sapiens) + Troponin T, cardiac muscle (Homo sapiens) + …; activation, % at 7.2 µM;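 active means activation above the mean over all tested compounds plus 3 SD, cut at about 30% in these data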;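 further: rise in fluorescence read as greater calcium sensitivity of cardiac thin filaments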
MOR-DOR inv ag: inverse agonists of MOR-DOR heterodimerization, primary screen, cell-based, luminescence; 340,000 compounds, 0.21% hits; inhibition, % at 9.3 µM; cell-based MOR-DOR heterodimer luminescence, inverse agonism; Mu-type opioid receptor (Homo sapiens) + Delta-type opioid receptor (Homo sapiens), …; in the data active means inhibition above about 22%, passing the limit was not always enough;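 further: 0% = cells with DMSO and 100% = wells without cells with DMSO; values of inactives mirror those of a sister screen read the other way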
Target sequence (P35372 whole entry, looked up): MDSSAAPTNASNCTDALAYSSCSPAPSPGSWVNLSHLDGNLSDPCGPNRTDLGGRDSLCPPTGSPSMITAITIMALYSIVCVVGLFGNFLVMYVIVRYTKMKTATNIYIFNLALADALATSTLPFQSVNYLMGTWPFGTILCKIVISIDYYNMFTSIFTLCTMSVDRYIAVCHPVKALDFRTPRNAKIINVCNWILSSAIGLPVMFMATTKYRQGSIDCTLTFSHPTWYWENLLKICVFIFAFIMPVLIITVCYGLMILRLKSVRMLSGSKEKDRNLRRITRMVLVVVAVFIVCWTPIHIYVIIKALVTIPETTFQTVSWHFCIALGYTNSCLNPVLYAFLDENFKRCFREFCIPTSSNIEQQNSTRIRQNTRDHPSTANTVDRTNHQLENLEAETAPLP
Target sequence (P41143 whole entry, looked up): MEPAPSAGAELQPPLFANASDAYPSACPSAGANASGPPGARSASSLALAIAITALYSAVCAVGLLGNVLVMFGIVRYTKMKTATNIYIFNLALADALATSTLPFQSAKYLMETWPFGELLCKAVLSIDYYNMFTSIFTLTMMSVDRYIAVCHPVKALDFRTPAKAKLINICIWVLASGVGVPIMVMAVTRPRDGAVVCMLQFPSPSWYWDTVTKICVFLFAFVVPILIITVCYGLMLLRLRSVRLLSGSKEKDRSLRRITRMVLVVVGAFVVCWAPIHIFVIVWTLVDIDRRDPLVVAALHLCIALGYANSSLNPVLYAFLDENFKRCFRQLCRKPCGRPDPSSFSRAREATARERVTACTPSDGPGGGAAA
Pemphigus Ab inh: inhibitors of pemphigus antibody binding to DSG3, primary screen, biochemical, bead-based, flow cytometry, scFv-GFP | DSG3-coupled beads, scFv-anti-DSG3-GFP binding; stronger effect = lower value | Desmoglein-3 (Homo sapiens), P32926 | binding (percent of control), % at 10 µM | 310,000 compounds, 0.48% hits | AID 588358, 2011;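 active means binding more than 3 SD below its plate's average and above zero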; further: some compounds called inactive have numbers as strong as hits
C-LANA FP: inhibitors of KSHV C-LANA binding to DNA, primary screen, biochemical, fluorescence polarization, FAM-LBS DNA, MBP-C-LANA, single point | Kaposi's sarcoma herpesvirus LANA C-terminal domain (residues 932-1162) DNA binding | inhibition, % at 9 µM | 340,000 compounds, 0.078% hits;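 active means highest replicate inhibition at or above 60% at 9 µM, even if other replicates fall short; inactive means all replicates below 60% inhibition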;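 further: 0% = neutral control wells and 100% = 4 µM acridine orange control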
MOR-DOR ag: agonists of OPRM1-OPRD1 heterodimerization, primary screen, cell-based, luminescence. Mu-type opioid receptor (Homo sapiens) + Delta-type opioid receptor (Homo sapiens), …. cells. activation, % at 9.3 µM. 340,000 compounds, 0.3% hits. AID 504326, 2011; in the data active means activation above about 18%;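 further: 0% = vehicle-treated cells and 100% = reference agonist; values of inactives mirror those of a sister screen read the other way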
Wnt act: Wnt/beta-catenin pathway activators, primary screen, cell-based, plate reader, single point; activation, % at 9.35 µM; AID 743398, 2014; 300,000 compounds, 1.2% hits; Wnt/beta-catenin reporter cell assay, activator; in the data active means activation above about 30%, passing the limit was not always enough;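 further: 0% = neutral control wells and 100% = positive control wells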
Starred values were filed as active, the others as inactive; x = not tested or not shown.

SMILES | V-ATPase pH | Cardiac RTF inh | Arr AP2 block | Keap1 Nrf2 FP | cardiac RTF act | MOR-DOR inv ag | Pemphigus Ab inh | C-LANA FP | MOR-DOR ag | Wnt act
Cc1ccc(S(=O)(=O)N2C[C@@H]3[C@H]4CC[C@H](C4)[C@@H]3[C@@H](C)[C@@H]2c2cn(Cc3ccccc3)c3ccc(F)cc23)cc1 | 1 | -3 | 4 | -1 | -2 | 15 | 103 | -0.3 | -3.1 | -3
CCc1ccccc1NS(=O)(=O)c1ccc2[nH]cc(C(=O)NCc3ccco3)c(=O)c2c1 | 2 | 3 | -5 | -4 | 6 | 12 | 104 | 0.2 | -2.1 | -7
CCCCCOc1ccc(C(=O)NCC2(c3ccccc3)CCOCC2)cc1 | -1 | -12 | 23 | 3 | 0 | -8 | 97 | -0.4 | 1.5 | x
COc1ccc2occ(C(C)=O)c2c1 | -1 | 1 | 2 | 0 | -6 | -18 | 98 | -2.0 | 3.2 | 1
Cn1c(-c2ncc(F)cc2F)cc2onc(-c3c(F)cccc3Cl)c2c1=O | 6 | -18 | 2 | -7 | 5 | 20 | 108 | 1.4 | -3.7 | 40*
CCOC(=O)N1CCC(NC(=O)C(CC(C)C)NC(=O)C2CCCCC2)CC1 (centres undefined) | 2 | -2 | 3 | 1 | 6 | -2 | x | 0.2 | 0.3 | 2
O=C(O)CCN=C1CCCc2ccccc2N1 | -2 | 11 | 12 | 3 | 5 | 7 | 99 | -0.2 | -1.2 | -4
CC(NC(=O)c1ccc(N(C)C)cc1)c1ccc(F)cc1 (centres undefined) | 1 | -4 | 5 | -4 | -1 | 10 | 112 | -1.1 | -2.1 | 0
Cc1noc(C)c1NC(=O)N(C)C[C@H]1Oc2ccc(NC(=O)C3CC3)cc2C(=O)N([C@H](C)CO)C[C@@H]1C | 3 | -1 | x | 0 | 3 | 7 | 103 | -2.8 | -1.3 | -2
CNS(=O)(=O)c1ccc2c(c1)C(=O)c1cc(S(=O)(=O)NC)ccc1CC2 | 3 | -7 | 15 | -2 | -6 | -7 | 101 | 0.5 | 1.3 | -1
Oc1oc(-c2ccccc2)nc1C=NCc1ccccc1 | -3 | 3 | 7 | 2 | 3 | -14 | 103 | -0.6 | 2.5 | 16
CN1C(=O)C2C3c4ccccc4C(c4ccccc43)[C@@H]2C1=O (some centres undefined) | 3 | -2 | -4 | -5 | -4 | 17 | x | -1.2 | -3.8 | -2
CN(C(=O)CCc1nc2ccccc2c(=O)[nH]1)C1CCS(=O)(=O)C1 (centres undefined) | -2 | -3 | 35 | -2 | -1 | 15 | 101 | 0.3 | -3.7 | -5
Cc1ccc(C(=O)COC(=O)c2ccccc2N2C(=O)C3C4CCC(C4)C3C2=O)cc1C (centres undefined) | 0 | -9 | 2 | -1 | -3 | 11 | 98 | 1.1 | -2.2 | x
COc1ccc(CNC(=O)COc2cc(=O)n(C)c3ccccc23)cc1 | 2 | 9 | 7 | -4 | 0 | 15 | 112 | 3.1 | -3.1 | -2
CC(C)(C)OC(=O)N1CCCC(C(=O)Nc2cccc(C(=O)N3CCCCC3)c2)C1 (centres undefined) | 4 | -21 | 45 | -2 | -1 | -3 | 106 | -1.5 | 0.7 | -2
O=c1c2cccnc2[nH]c(=S)n1CCC1=CCCCC1 | 0 | -7 | -4 | -1 | 1 | 6 | x | 0.5 | -1.1 | 0
CCOC(=O)CSc1nnc(-c2cccnc2)n1Cc1ccccc1 | -6 | -1 | -4 | -4 | 0 | 19 | 106 | -0.4 | -4.5 | x
Cc1ccc(C(C)C)c(OCC(=O)c2c(O)c3ccccc3oc2=O)c1 | -1 | 6 | -136 | -5 | -2 | 2 | 106 | 0.1 | -0.4 | x
COc1ccccc1-c1noc(CCCC(=O)NC2CCCC2)n1 | 1 | 3 | 8 | -2 | 1 | -4 | 102 | 1.2 | 0.5 | 4
Cc1nc2ccccc2c(=O)n1/N=C/c1cccs1 | -1 | -2 | 5 | -1 | -1 | 11 | 103 | -1.5 | -2.1 | 2
CC(C)(C)CNC(CO)C12CC3CC(CC(C3)C1)C2 (centres undefined) | -7 | 5 | -3 | 2 | 0 | 7 | x | -0.3 | -1.7 | x
O=C(c1ccccc1)N1CCN(C(=O)N2CCCCC2)CC1 | 0 | 5 | 0 | -1 | 1 | 5 | 97 | 1.3 | -0.9 | x
C/C(=C\C(=O)c1ccc(F)cc1)NCc1ccc2c(c1)OCO2 | 3 | 5 | 5 | -7 | 3 | 1 | 108 | 0.1 | -0.2 | x
Cc1cc(N/N=C/c2cccc([N+](=O)[O-])c2)nc(-n2nc(C)cc2C)n1 | -4 | -4 | 38 | 5 | 3 | -2 | x | 0.6 | 0.4 | 2
COC(=O)/C(=N/Nc1cccc(C)c1)N1CCCc2ccccc21 | 0 | -16 | 3 | 0 | 1 | 15 | 96 | -0.3 | -2.6 | x
C=CCn1c(SCC(O)Cn2c3ccccc3c3ccccc32)nnc1-c1ccco1 (centres undefined) | 1 | -2 | -7 | -8 | -1 | 1 | 74 | -3.3 | -0.1 | x
Cc1c(C(=O)N2CCC(Cc3ccccc3)CC2)cccc1[N+](=O)[O-] | 0 | -7 | 21 | 2 | 9 | 4 | 104 | -1.0 | -0.7 | -2
CNC(=O)N1c2ccccc2C=Cc2ccccc21 | 0 | -2 | -13 | -1 | -12 | 10 | 99 | 1.9 | -2.2 | 2
COc1cccc(C=Nc2ccc(N3CCOCC3)cc2)c1O | -2 | -1 | 17 | 0 | 0 | 4 | 110 | -2.7 | -0.8 | 0

Copied from the list.
Result for CC(NC(=O)c1ccc(N(C)C)cc1)c1ccc(F)cc1 (centres undefined) under Pemphigus Ab inh: 112
Result for CC(C)(C)OC(=O)N1CCCC(C(=O)Nc2cccc(C(=O)N3CCCCC3)c2)C1 (centres undefined) under MOR-DOR ag: 0.7
Result for COc1cccc(C=Nc2ccc(N3CCOCC3)cc2)c1O under Pemphigus Ab inh: 110

(further entries)
SMILES | V-ATPase pH | Cardiac RTF inh | Arr AP2 block | Keap1 Nrf2 FP | cardiac RTF act | MOR-DOR inv ag | Pemphigus Ab inh | C-LANA FP | MOR-DOR ag | Wnt act
Fc1ccc(CNC(=S)Nc2ccccc2F)cc1 | -2 | 5 | 16 | -3 | 8 | -1 | 114 | 21 | 0.2 | 0
COc1ccc(CCNC(=O)[C@@H]2C[C@H]2c2ccccc2)cc1OC | -4 | 13 | -4 | 1 | -4 | 9 | 126 | -0.1 | -1.7 | -4
CN(C)c1cccc(C(=O)OCC(=O)Nc2ccccc2Sc2ccccc2)c1 | 1 | 0 | -6 | 2 | -6 | 3 | 86 | 0.8 | -0.5 | 2
Cc1ccc(C)c(OCCCNCc2ccccc2)c1 | 0 | -14 | 4 | -5 | 2 | -19 | 117 | -0.1 | 3.8 | 1
Cc1ccnc(NS(=O)(=O)c2cccc([N+](=O)[O-])c2)c1 | -3 | -6 | 8 | 2 | 7 | 4 | 91 | 1.0 | -0.8 | 5
CC(C)=C1C2CCC1C1C(=O)N(NC(=O)COc3ccc(C(C)(C)C)cc3)C(=O)C21 (centres undefined) | -2 | -1 | 6 | -4 | 6 | -10 | 84 | -0.3 | 1.8 | -6
Cc1cc(C(=O)N/N=C/c2ccc([N+](=O)[O-])s2)n[nH]1 | 2 | -2 | 5 | 0 | 2 | -16 | 112 | -2.2 | 3.1 | 14
CCN1CCN(CCCN(Cc2ccco2)C(=S)Nc2ccc(Cl)c(C)c2)CC1 | 5 | -9 | -2 | -5 | -1 | 15 | 99 | 1.9 | -3.2 | -4
Cc1cccc(C(=O)OCC(=O)NC(C)CCc2ccccc2)c1O (centres undefined) | 4 | -2 | 0 | 0 | -8 | 12 | 107 | 0.5 | -2.5 | 0
COc1ccc(-n2cnnc2SCCC#N)cc1 | 0 | -16 | 18 | 0 | -2 | 9 | x | 0.3 | -1.8 | 1
COc1ccc(Br)cc1CN(C)CC(=O)NCc1ccc(F)cc1 | 1 | -8 | -17 | 1 | -1 | 11 | 149 | -1.9 | -2.5 | 2
O=S(=O)(c1ccc(Cl)cc1)N1CCn2c1nc1ccccc12 | 3 | 9 | 18 | -4 | -4 | x | 99 | 1.6 | x | -4
Cc1cc(NCCCn2ccnc2)n2ncc(-c3ccccc3)c2n1 | 1 | 0 | -11 | 1 | -1 | 21 | 99 | 2.5 | -4.6 | x
COc1ccccc1-c1sc2ccccc2c1C#Cc1ccc(N(C)C)cc1 | -4 | -5 | 30 | -2 | 6 | 9 | 102 | -0.3 | -1.7 | -1
COc1ccc(NC(=O)c2c(C(F)(F)F)nn(C)c2SCc2ccccc2Cl)cc1 | 1 | 3 | -2 | -1 | -4 | 2 | 96 | -1.3 | -0.4 | -5
C[C@@H]1CN(S(=O)(=O)C(C)(C)C)[C@@H](CCO)/C1=C\c1ccccc1 | -1 | -4 | 3 | -5 | -7 | 4 | 127 | 0.0 | -0.8 | -1
COc1ccc(C2(CNC(=O)c3ccccc3)CCCC2)cc1OC | -3 | -4 | 3 | -6 | -6 | 11 | 106 | -1.5 | -2.2 | -4
CN(C)c1ccc(/C=C/c2nc3ccccc3s2)cc1 | 2 | -12 | 12 | 0 | 6 | -32 | 106 | 6.7 | 6.2 | x
O=[N+]([O-])c1ccc(-c2cn3c(n2)SCC3)cc1 | 3 | x | 10 | x | x | x | 108 | x | x | -3
CCCCCCCCC/C(=N\O)c1ccccn1 | 3 | 3 | 7 | 3 | -2 | 9 | 112 | -0.1 | -1.5 | x
Cc1nc2cc(N=NC3=C(O)CCCC3=O)ccc2s1 | -2 | 12 | 8 | -2 | -6 | 21 | 80 | 0.4 | -4.3 | 25
CC(C)CNC(=O)COC(=O)c1ccc(Cl)c(S(N)(=O)=O)c1 | 6 | -6 | 11 | 1 | -6 | 3 | 86 | -2.9 | -0.5 | -2
O=C(NC1CCCCC1)C(c1c(F)cccc1Cl)N(C(=O)c1csnn1)C1CC1 (centres undefined) | 3 | 4 | -10 | -3 | 3 | 6 | 102 | 3.2 | -0.9 | 4
O=S(=O)(Nc1ccncc1)c1cc(Cl)c(Cl)cc1Cl | -5 | -1 | 33 | 0 | -5 | 14 | 107 | 1.8 | -2.9 | -2
COc1ccc(C(C)=O)cc1COC(=O)[C@H](Cc1ccccc1)NC(=O)c1ccco1 | 1 | -9 | -10 | -3 | -5 | 18 | 88 | 0.9 | -3.4 | -3

From PubChem
